Screening results as filed in PubChem.
ELG1 DNA repair = blocks ELG1-dependent DNA repair in HEK293T cells. 330,000 tested, 2.3% active. HEK293T ELG1-luciferase reporter, luminescence, 16 h; DNA damage induced by 5-fluorouridine. Potency, µM (titrated, usually from 46.1 µM), for the others: top-dose activity change, negative = inhibition, usual class: inhibitors; note: potency is the fitted concentration of half-maximal effect; % is set by controls: 0 for no effect and ±100 for the full control effect; nearly all actives have a fitted effect of over 55% in size
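DMSO vehicle served as the neutral condition. Each well held 2,000 cells given 5-fluorouridine plus compound; after 16 hr at 37 °C/5% CO2, ONE-Glo was added and luciferase measured 30 min later.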
p53 reactivator = restores transcriptional activity of mutant p53 | Potency, µM (doses to about 92.2 µM), inactives show at the highest dose activity change, positive = activation, actives largely listed as activators | H1299 p53-A138V BP100-luciferase reporter, luminescence, 24 h | 320,000 tested, 0.063% active; note: potency is the fitted concentration of half-maximal effect; % of control where 0% means no effect; nearly all actives have a fitted effect of over 45% in size
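H1299 (p53-null), stable ts p53-A138V + BP100-Luc; 1000 cells/well, Opti-MEM/10% FBS; cpd 4 pt, 1:5; 24 h, 37 deg C, 5% CO2; detection reagent 10 min RT; luminescence.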
TSG101-PTAP inh = blocks PTAP/TSG101 interaction to inhibit HIV-1 budding; Q99816; Potency, µM (titrated, usually from 115 µM), without a hit: at the top dose activity change, negative = inhibition, most hits filed as inhibitors; 340,000 tested, under 10 active; Fluorescence polarization, FITC-PTAP peptide / Tsg101 binding; active = well fitted inhibition curve with a large enough effect in the main read-out, with a control signal flat, not every such curve was filed as active; inconclusive = small, poorly fitted or top-dose-only effect, or effect the other way, or a change in a side signal; inactive = no such curve, though single readings can be large or run the other way; note: potency is the fitted concentration of half-maximal effect; % of control where 0% means no effect
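Fluorescence anisotropy tracks displacement of a FITC-tagged PTAP peptide (50 nM) from the Tsg101 binding domain (10 uM), following a 20 min room-temperature incubation at pH 7.5.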
Integrin act MD = activators of alpha7 integrin expression for muscular dystrophy; 350,000 tested, 0.064% active; alpha7betagal myoblasts, beta-gal FDG fluorescence, 48 h; AID 624291; Potency, µM (top dose mostly 38.3 µM), for the others: top-dose activation, hits mostly activators;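 note: potency is the fitted concentration of half-maximal effect; 100% = response of the positive control SU9516; nearly all actives have a fitted effect of over 60% in size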
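Alpha7betagal+/- myoblasts (passage 13) were plated 16-24 hr, then exposed to compounds (1:260 dilution of DMSO stock) for 48 hours at 37C. After MPER lysis, β-galactosidase reporter activity was read as FDG fluorescence (ex 480/em 540) after 30 minutes.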
CXXC DNA block = MLL CXXC-DNA interaction inhibition. Q03164. Potency, µM (top dose mostly 115 µM), for the others: top-dose activity change, negative = inhibition, actives largely listed as inhibitors. 290,000 tested, 0.037% active. MLL-CXXC / FITC-HOXA9 DNA fluorescence polarization. AID 2662; active = well fitted inhibition curve with a large enough effect in the polarisation, with a control signal flat, not every such curve was filed as active; inconclusive = small, poorly fitted or top-dose-only effect, or effect the other way, or a change in a side signal; inactive = no such curve, though single readings can be large or run the other way; the % refers to the polarisation; note: potency is the fitted concentration of half-maximal effect
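Fluorescence polarization: 7 uM MLL-CXXC (stock) preincubated 5 min with compounds, then 50 nM fluorescein-HOX-A9 DNA (stock) added; 30 min ambient. Buffer 50 mM Tris-HCl pH 7.5, 50 mM NaCl, 1 mM DTT, 0.05% BSA.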
TCR act = activates T cell receptor signaling; primary human leukocytes, anti-CD3, IL-2 HTRF, 48 h; Potency, µM (highest dose often 9.22 µM), for the others: at the top dose activation of IL-2 secretion, actives largely listed as activators; 330,000 tested, under 10 active; note: % of control where 0% means no effect
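1) Mix primary human leukocytes, a-CD3 beads and compound. 2) Incubate 48 hr. 3) Add HTRF IL-2 reagents (a-IL-2-K, a-IL-2-d2).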
AT treatment = candidate therapy for ataxia-telangiectasia | […] A-T fibroblasts, KAP-1 phosphorylation AlphaLISA; neocarzinostatin DNA damage 30 min before lysis | 320,000 tested, 0.19% active | Potency, µM (highest dose often 57.5 µM), for the others: top-dose activation, usual class: activators; note: potency is the fitted concentration of half-maximal effect; % of control where 0% means no effect; nearly all actives have a fitted effect of over 45% in size
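ATM-like activity read as KAP-1 phosphorylation via AlphaLISA donor/acceptor antibody pairs after lysis and 6 hr at 25C. Cells were ATM-null patient fibroblasts ([…], hTERT), dosed 60 min, then exposed to the DSB inducer NCS for 30 min.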
B2AR arrestin = recruits beta-arrestin to the human beta2-adrenergic receptor; 330,000 tested, 0.02% active; Potency, µM (titrated, usually from 46.1 µM), without a hit: at the highest dose activation, actives largely listed as activators; beta-arrestin recruitment to beta2AR, cell-based reporter;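 note: potency is the fitted concentration of half-maximal effect; 0% = DMSO controls and full agonism = EC100 isoproterenol or metaproterenol; nearly all actives have a fitted effect of over 65% in size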
BRCA1 expr up = increases BRCA1 expression. MCF7-BRCA1-FFLuc reporter, luminescence, 48 h; response scale: scaled: vehicle 0%, 10 µM genistein 100%. Potency, µM (top dose mostly 46.1 µM), inactives show at the top dose activation, hits mostly activators. 380,000 tested, 1.1% active; note: potency is the fitted concentration of half-maximal effect; nearly all actives have a fitted effect of over 80% in size; some results filed as inactive show a strong effect at the top dose
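Activators of BRCA1 expression were detected as increased firefly luciferase luminescence in engineered MCF7 cells after 48 h compound incubation. Signals were scaled to genistein 10 microM as full activation.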
TRPV1 agonist = activates the human vanilloid receptor TRPV1; Q8NER1; TRPV1-expressing cells, Fluo-8 calcium influx, agonist mode; activation, % at 8.33 µM; 320,000 tested, 0.19% active; in the data active = activation above about 80%; inconclusive = between about 30% and that limit; note: 0% is about no effect
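Fluo-8 calcium influx in TRPV1-expressing cells, kinetic read (ex 480/em 520 nm). Compound added and read 3 min for agonist activity, followed by capsaicin at EC20 final and 2 min further read for enhancement.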
The depositor's hits bear a star; ? = inconclusive; / = not tested or not shown; [ ] = remark or other dose. Unless noted, calls come from the whole dose curve; as a rule, active = well fitted curve in the direction sought with a large enough effect; inconclusive = small, poorly fitted or top-dose-only effect, or another doubt; inactive = no such curve, though single readings can be large; an effect the other way counts as inactive or inconclusive.

SMILES	ELG1 DNA repair	p53 reactivator	TSG101-PTAP inh	Integrin act MD	CXXC DNA block	TCR act	AT treatment	B2AR arrestin	BRCA1 expr up	TRPV1 agonist
O=C(N/N=C/c1cc2c(cc1Br)OCO2)c1c[nH]c2ccccc12	-2%	-1%	0%	21%	7%	2%	-4%	-0.1%	61%	-2
O=C1CC(c2ccccc2)CC(=O)N1c1ccccc1	0%	-2%	3%	4%	-2%	1%	0%	0.0%	-7%	0
CSc1nc2ccc(S(=O)(=O)N(C)C)cc2s1	19%	4%	-3%	14%	2%	-5%	2%	-0.1%	5%	-5
Cn1cc(Br)c(C(=O)NN2C(=O)C3C4C=CC(C5CC45)C3C2=O)n1 (stereo not given)	3%	2%	-5%	-9%	8%	-2%	10%	-1.0%	0%	-1
Cc1ccc(C)c(CN2CCN(c3ncccn3)CC2)c1	-5%	6%	-3%	39%	-12%	3%	2%	-0.2%	5%	6
N#Cc1cccc(NC(=O)Cn2cnc(S(=O)(=O)N3CCCCC3)c2)c1	0%	3%	-1%	4%	8%	-1%	6%	0.3%	-8%	-1
NC(=O)C(c1ccc(F)cc1)c1ccc(C(=O)c2ccccc2)cc1 (stereo not given)	?	-2%	-1%	-15%	9%	-3%	3%	0.2%	-29%	10
COc1ccc(NC(=O)Cn2cc(C(=O)C3CC3)c3ccccc32)cc1	14%	2%	0%	-22%	-2%	1%	-2%	0.1%	0%	0
CCN(CC)S(=O)(=O)c1ccc2c(c1)nc(CCC(=O)Nc1ccccc1Cc1ccccc1)n2CC	-16%	6%	-10%	-19%	-3%	3%	2%	-0.9%	-25%	4
O=C(NCCCN=C1NS(=O)(=O)c2ccccc21)c1ccc(F)cc1	4%	7%	2%	24%	27%	0%	10%	-0.4%	4%	4
Cc1cc(OCC(=O)Nn2cnnc2)ccc1Br	-2%	1%	-4%	6%[7.66 µM]	10%	/	3%	-0.4%	1%	0
CCCCNCCOc1ccccc1-c1ccccc1	0%	-4%	-1%	-9%	3%	1%[46.1 µM]	10%	-0.9%	-17%	3
Cc1cc(C)c2[nH]c(=O)c(C(c3nnnn3Cc3ccc4c(c3)OCO4)N3CCCC3)cc2c1 (stereo not given)	-19%	11%	1%	25%	3%	1%	5%	-0.1%	-19%	0
Cc1ncc(CN2CCCC(C(=O)Nc3ccc(-c4ccco4)cc3)C2)n1C (stereo not given)	-3%	1%	-9%	-43%[inhibitor]	1%	3%	6%	0.2%	-9%	8
O=C(Nc1cccc(Cl)c1)c1ccc(OC(=S)N2CCOCC2)cc1	?	26%	-3%	-3%	0%	1%	1%	-0.9%	?	17
CC1(C)CC2(CCO1)OC(=O)CC2C(=O)Nc1ccc(Br)cc1 (stereo not given)	-9%	-1%	-7%	25%	-8%	2%	3%	0.4%	-8%	/
CCC1=NN(C(=O)CCc2ccc3c(c2)OCO3)C(O)(C(F)(F)F)C1 (stereo not given)	5%	2%	1%	6%	-3%	0%	2%	-2.5%	-13%	0
CC(SC#N)C(=O)C12CC3CC(CC(C3)C1)C2 (stereo not given)	?	13%	2%	-59%[inhibitor]	1%	-10%	-5%	0.1%	-51%	6
CCCCC(=O)NC(c1ccco1)c1c(O)ccc2ccccc12 (stereo not given)	-12%	1%	-2%	-8%	-7%	3%	?	4.1%	-25%	10
CNC(=O)Nc1ccccc1C(=O)NCc1ccccc1	-2%	-3%	-2%	5%	10%	2%	6%	0.5%	4%	1

Taken from above:
AT treatment, O=C(Nc1cccc(Cl)c1)c1ccc(OC(=S)N2CCOCC2)cc1 : 1%
CXXC DNA block, CCCCC(=O)NC(c1ccco1)c1c(O)ccc2ccccc12 (stereo not given) : -7%
ELG1 DNA repair, Cc1cc(OCC(=O)Nn2cnnc2)ccc1Br : -2%

Next section
SMILES	ELG1 DNA repair	p53 reactivator	TSG101-PTAP inh	Integrin act MD	CXXC DNA block	TCR act	AT treatment	B2AR arrestin	BRCA1 expr up	TRPV1 agonist
O=C1C(C=NCc2cccnc2)=C(O)c2ccccc21	?	?	0%	0%	-3%	0%	3%	0.1%	15%	-2
CCOC(=O)C1CCCN(C(=O)c2cc3nc(-c4cccc(OC)c4)cc(C(F)(F)F)n3n2)C1 (stereo not given)	?	-9%	-8%	-39%	-12%	8%	11%	-0.3%	0%	/
NS(=O)(=O)c1ccc(CCNC(=O)CCCn2ncn3c(cc4occc43)c2=O)cc1	8%	1%	-5%	-23%	-4%	2%	1%	-0.2%	-2%	2
c1ccc2c(c1)CCN(c1nc(CN3CCOCC3)nc3sc4c(c13)CCCC4)C2	10µM*	-12%	-2%	-24%	10%	7%[46.1 µM]	4%	-0.5%	-46%	?
COc1ccc(CCNC(=O)c2cnn3c(C(F)F)cc(C)nc23)cc1OC	?	-4%	1%	3%	-2%	-4%	9%	0.0%	-4%	2
COc1ccc2[nH]c(=O)c(C(c3nnnn3CC3CCCO3)N3CCc4ccccc4C3)cc2c1 (stereo not given)	1%	-5%	-5%	-15%[7.66 µM]	-6%	1%	7%	-0.2%	2%	9
C=C(C)C(=O)Nc1cccc(C2=NOC3(C2)C[C@@H](C(N)=O)N(C(=O)[C@H]2CCC(=O)N2)C3)c1 (stereo not given in full)	18%	1%	/	9%	6%	-4%	-10%	-0.5%	19%	-5
O=C1NN(c2ccccc2)C(=O)/C1=C/c1ccc(Sc2ccc(Cl)cc2)o1	4%	0%	-4%	26%	-22%	-4%	-5%	-0.9%	9%	1
Cc1cc(C)c2cc(CN(CCO)C(=O)Nc3ccc(F)cc3)c(=O)[nH]c2c1	?	-26%	-4%	23%	2%	3%	0%	-0.4%	-37%	-3
CCCNC(=O)Cn1c(-c2ccc(F)cc2)cc(C(=O)OCC)c1C	-12%	-2%	-2%	17%	1%	-1%	1%	-0.3%	-5%	5
O=C(Nc1ccc(S(=O)(=O)N2CCOCC2)cc1)C1CCN(S(=O)(=O)c2ccccc2)CC1	?	4%	1%	21%	/	20%	6%	-0.3%	-32%	-2
CC(C)(C)n1nc2c(c1NC(=O)c1cc(Cl)ccc1[N+](=O)[O-])CS(=O)(=O)C2	4%	0%	-4%	-27%	3%	-1%	-2%	0.5%	-4%	5
CN1CC(c2ccccc2)C2(SC(=S)N(Cc3ccco3)C2=O)C12C(=O)Nc1ccccc12 (stereo not given)	?	-3%	-2%	-62%[inhibitor]	6%	4%	-1%	-0.3%	-89%[inhibitor]	?
CCCOC(=O)c1[nH]c2c(c1C)C(=O)CC(c1ccc(OC)c(OC)c1)C2 (stereo not given)	-3%	-6%	-11%	0%	22%	-2%	-6%	0.5%	-7%	1
O=C(/C=C/c1cccnc1)c1ccc(F)c(F)c1	?	-24%	-8%	0%	8%	-9%	-9%	-1.7%	-2%	7
Cc1cc(C)cc(N(CC(=O)NC2CCCC2)C(=O)CCC(=O)Nc2nc(C)cs2)c1	13%	-2%	1%	3%	13%	2%	19%	-0.9%	-11%	-1
CSc1ccccc1-c1nnc(-c2ccc(C)cc2)o1	?	12%	-2%	-6%	0%	-4%	8%	-0.2%	?	/
Cc1cc(Cl)ccc1OCCCC(=O)OCC(=O)c1c(N)n(C)c(=O)n(C)c1=O	8%	-1%	-8%	-10%	2%	6%	1%	0.0%	0%	1
CCCn1c(NC(=O)CCS(=O)(=O)c2ccc(C)cc2)nc2ccccc21	-13%	-3%	0%	-17%	/	7%	9%	-0.3%	-30%	-3
COc1cc2c(cc1OC)CN(C(=S)Nc1c(C)cccc1C)CC2	5%	-2%	-3%	-7%	9%	1%[46.1 µM]	-8%	0.4%	-27%	13

Gathered by group, the compounds so far containing a cyano group (2)
SMILES	ELG1 DNA repair	p53 reactivator	TSG101-PTAP inh	Integrin act MD	CXXC DNA block	TCR act	AT treatment	B2AR arrestin	BRCA1 expr up	TRPV1 agonist
N#Cc1cccc(NC(=O)Cn2cnc(S(=O)(=O)N3CCCCC3)c2)c1	0%	3%	-1%	4%	8%	-1%	6%	0.3%	-8%	-1
CC(SC#N)C(=O)C12CC3CC(CC(C3)C1)C2 (stereo not given)	?	13%	2%	-59%[inhibitor]	1%	-10%	-5%	0.1%	-51%	6

Following part.
SMILES	ELG1 DNA repair	p53 reactivator	TSG101-PTAP inh	Integrin act MD	CXXC DNA block	TCR act	AT treatment	B2AR arrestin	BRCA1 expr up	TRPV1 agonist
Cc1ccc(C(=O)c2sc3nsc(C)c3c2N)cc1	?	?	1%	18%	-11%	3%	-3%	-0.5%	?	11
Cc1ccc(C(=O)NCC(c2ccc(F)cc2)N2CCOCC2)cc1 (stereo not given)	?	1%	-7%	-6%	-2%	1%	6%	-0.6%	13%	6
CC(=O)NC(=S)Nc1cccc([N+](=O)[O-])c1	6%	3%	1%	-12%	13%	7%	7%	-0.2%	24%	0
Cc1ccc(OCC(=O)N/N=C/C=C/c2ccco2)cc1	3%	17%	-6%	-27%	-14%	-1%	3%	?	-7%	-3
CCOC(=O)c1ccccc1NC(=O)N[C@@H](C)C(=O)OC	2%	-4%	-5%	8%	8%	/	1%	-0.5%	-26%	6
O=C(N=NC(=O)c1ccc2c(O)n(C3CCCCC3)c(O)c2c1)c1cccnc1	3%	6%	-9%	-11%[7.66 µM]	-10%	-7%	-6%	-0.1%	-1%	0
